GLS inhibitor: blocks human kidney-isoform glutaminase activity. O94925. Potency, µM (series often up to 45.5 µM), for inactives: at the top dose activity change, negative = inhibition, most hits filed as inhibitors. GLS enzymatic activity, qHTS titration. 0.21% of 410,000 active; note: potency is the fitted concentration of half-maximal effect; % is set by controls: 0 for no effect and ±100 for the full control effect
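Read-out is an Amplex red fluorescence increase coupled through glutamate oxidase and HRP, measured before and after 30 min room-temperature incubation. hKGA is in 45 mM KH2PO4 (pH 8.2) with 0.02% Tween-20; glutamine added as 1mM solution.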
PI4K2A inh: PI4K2A (human) kinase inhibition | activity change, negative = inhibition, % at 76.9 µM | 0.13% of 420,000 active | Q9BTU6 | purified PI4K2A, ADP-Glo luminescence, 1 h; active compounds read low; in the data active = activity change below about -50%; inconclusive = mostly about -30% to -49%;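 note: -100% = wells without enzyme as full effect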
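PI4K2A activity was measured by ADP-Glo luminescence: enzyme (4 ug/mL stock) and phosphatidylinositol (1.2 mM stock) in Tris pH 7.5/MgCl2/EGTA/Triton X-100 buffer were reacted with ATP (300 microM stock) for one hour at ambient temperature.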
TrxR1 substrate: is turned over as a substrate by rat TrxR1; O89049; purified TrxR1 substrate turnover, NADPH consumption readout; Potency, µM (top dose mostly 114 µM), without a hit: top-dose activity change, negative = substrate turnover; 0.01% of 390,000 active; AID 588456; note: potency is the fitted concentration of half-maximal effect; % is set by controls: 0 for no effect and ±100 for the full control effect; nearly all actives have a fitted effect of over 50% in size
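Rat TrxR1, dispensed at 90 nM, was prereduced with 400 uM NADPH (final) for 5 min at ~22 deg C, then incubated with compound 15 min before 400 uM selenite. A first-read NADPH fluorescence drop versus no-compound background flagged substrates.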
TrxR1 inh: blocks rat thioredoxin reductase 1; recombinant rTrxR1, NADPH fluorescence consumption, selenite substrate; O89049; 1% of 390,000 active; Potency, µM (doses to about 114 µM), for the others: at the highest dose activity change, negative = inhibition, most hits filed as inhibitors; AID 588453; note: potency is the fitted concentration of half-maximal effect; % is set by controls: 0 for no effect and ±100 for the full control effect; nearly all actives have a fitted effect of over 65% in size
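Rat TrxR1 (90 nM in the dispensed reagent) was pre-reduced with 400 uM NADPH for 5 min at room temperature, then incubated with compound for 15 min. After 400 uM selenite was added, NADPH fluorescence (Ex 340/Em 450 nm) was followed for 8 min.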
HP1b binding inh: inhibitors of HP1-beta chromodomain binding to methylated histone tails; Potency, µM (titrated, usually from 114 µM), inactives show at the highest dose activity change, negative = inhibition, most hits filed as inhibitors; P83916; 0.56% of 390,000 active; AID 540317; AlphaScreen HP1-beta / biotin-H3K9me3 peptide binding; note: potency is the fitted concentration of half-maximal effect; nearly all actives have a fitted effect of over 70% in size; inactives centre near 23
Target sequence (P83916 whole entry, looked up): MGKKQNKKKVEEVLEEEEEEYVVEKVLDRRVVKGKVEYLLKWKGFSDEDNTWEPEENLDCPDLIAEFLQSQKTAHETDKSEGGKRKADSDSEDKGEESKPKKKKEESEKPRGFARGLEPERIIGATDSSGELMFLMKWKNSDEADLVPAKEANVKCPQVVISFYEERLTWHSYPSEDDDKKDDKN
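HP1-beta protein (50 nM final) preincubated 30 min at room temperature with biotinylated H3(1-18)K9me3 peptide (50 nM) in PBS pH 7.4, 0.01% Tween-20, then compound added for 30 min. AlphaScreen streptavidin donor/nickel chelate acceptor beads (10 ug/mL final), 30 min dark, luminescence read.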
USP1-UAF1 inh: USP1/UAF1 (human) deubiquitinase inhibition; O94782; recombinant USP1/UAF1, Ub-Rhodamine cleavage fluorescence; Potency, µM (top dose mostly 57.1 µM), for inactives: at the top dose activity change, negative = inhibition, hits mostly inhibitors; 0.23% of 390,000 active; note: potency is the fitted concentration of half-maximal effect; % is set by controls: 0 for no effect and ±100 for the full control effect; nearly all actives have a fitted effect of over 60% in size; inactives centre near -12
Target sequence (O94782 whole entry, looked up): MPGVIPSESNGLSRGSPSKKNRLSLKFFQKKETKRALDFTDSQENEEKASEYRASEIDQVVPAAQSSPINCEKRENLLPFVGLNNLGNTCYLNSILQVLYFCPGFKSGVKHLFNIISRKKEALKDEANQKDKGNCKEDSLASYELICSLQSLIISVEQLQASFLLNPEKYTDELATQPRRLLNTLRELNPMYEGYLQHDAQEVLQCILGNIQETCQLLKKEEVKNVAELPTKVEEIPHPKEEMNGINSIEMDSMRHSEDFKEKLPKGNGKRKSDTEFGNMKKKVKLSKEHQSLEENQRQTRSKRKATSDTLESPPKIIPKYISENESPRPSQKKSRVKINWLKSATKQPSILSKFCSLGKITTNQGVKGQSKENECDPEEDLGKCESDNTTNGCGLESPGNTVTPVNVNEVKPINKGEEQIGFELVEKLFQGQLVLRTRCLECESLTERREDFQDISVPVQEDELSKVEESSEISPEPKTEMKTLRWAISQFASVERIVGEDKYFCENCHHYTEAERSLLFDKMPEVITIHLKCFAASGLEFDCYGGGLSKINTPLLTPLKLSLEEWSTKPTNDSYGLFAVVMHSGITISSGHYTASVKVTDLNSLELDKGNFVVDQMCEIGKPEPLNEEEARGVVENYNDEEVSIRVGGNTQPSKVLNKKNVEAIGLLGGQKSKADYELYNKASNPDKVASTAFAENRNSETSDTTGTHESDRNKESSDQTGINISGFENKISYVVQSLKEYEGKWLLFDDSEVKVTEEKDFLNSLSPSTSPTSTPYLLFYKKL
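USP1/UAF1 complex at 1 nM was preincubated with compound for 15 min at room temperature, then Ub-Rho substrate (150nM final) was added. Fluorescence (480/540 nm) was read kinetically, 6 reads every 60 seconds.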
Pin1 inh: inhibitors of human Pin1; Q13526; Pin1 FP peptide displacement, HiFluor488, 10 min; 0.009% of 390,000 active; Potency, µM (top dose mostly 115 µM), without a hit: at the highest dose activity, negative = inhibition, usual class: inhibitors; active = well fitted inhibition curve with a large enough effect in the polarisation, with a control signal flat, not every such curve was filed as active; inconclusive = small, poorly fitted or top-dose-only effect, or effect the other way, or a change in a side signal; inactive = no such curve, though single readings can be large or run the other way; the % refers to the polarisation; note: potency is the fitted concentration of half-maximal effect; % is set by controls: 0 for no effect and ±100 for the full control effect
IDH1 R132H inh: human IDH1 R132H inhibition; O75874; IDH1-R132H enzyme, NADPH consumption, diaphorase/resazurin fluorescence; Potency, µM (series often up to 76.6 µM), for inactives: at the top dose activity change, negative = inhibition, actives largely listed as inhibitors; 0.093% of 390,000 active; AID 602179; note: potency is the fitted concentration of half-maximal effect; % is set by controls: 0 for no effect and ±100 for the full control effect; nearly all actives have a fitted effect of over 65% in size
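IDH1-R132H (0.5 ug/mL) preincubated 30 min with compound, then NADPH (0.016 mM) and alpha-KG (2 mM) added; 80 min at RT, pH 7.5. Remaining NADPH coupled via diaphorase/resazurin to fluorescence (540/590 nm); concentration-response curves normalized to no-enzyme control.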
PGK inhibitor: blocks T. brucei phosphoglycerate kinase | P07378 | PGK/GAPDH coupled, Kinase-Glo luminescence, 60 min | Potency, µM (series often up to 57.5 µM), without a hit: at the highest dose activity change, negative = inhibition, usual class: inhibitors | 0.043% of 380,000 active | AID 602233; note: potency is the fitted concentration of half-maximal effect; % is set by controls: 0 for no effect and ±100 for the full control effect; nearly all actives have a fitted effect of over 60% in size
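Recombinant glycosomal PGK reaction used 1,3-bisphosphoglycerate generated in-well by GAPDH (100nM final) in 100mM TEA pH 7.6, 5mM MgCl2, 0.01% Tween-20. After 60 minutes at room temperature, ATP was read by Kinase-Glo Plus luminescence end-point.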
* marks the source's active call; other numbers are inactive results; i = inactive; u = inconclusive; x = no result given; [ ] = remark or other dose. Unless noted, calls come from the whole dose curve; as a rule, active = well fitted curve in the direction sought with a large enough effect; inconclusive = small, poorly fitted or top-dose-only effect, or another doubt; inactive = no such curve, though single readings can be large; an effect the other way counts as inactive or inconclusive. Only part of the results is shown, so the mix of outcomes need not match the whole.

no.	canonical_smiles	GLS inhibitor	PI4K2A inh	TrxR1 substrate	TrxR1 inh	HP1b binding inh
1	O=C(CCC1CCCN(Cc2ccc3c(c2)OCCO3)C1)NCc1ccc(F)c(F)c1 (centres undefined)	14%	1	-2%	8%	25%
2	CC1CCN(C(=O)c2cc(-c3cccc(Cl)c3)on2)CC1	-1%	4	-8%	10%	57%[activator]
3	COc1cccc(-c2cc(-c3cccnc3)nc(N)c2C#N)c1	1%	-2	75%[activator]	38%[activator]	29%
4	Cc1ccc(NC(=O)COC(=O)C2CC2)cc1S(=O)(=O)N1CCOCC1	-3%	1	3%	13%	29%
5	COc1ccc(CNCC(C)NCc2ccc(OC)c(OC)c2)cc1OC (centres undefined)	3%	0	-2%	-2%	36%
6	CN(C)S(=O)(=O)c1cccc(-c2csc(=Nc3ccccc3)n2CCCN2CCOCC2)c1	13%	5	1%	14%	u
7	O=C(c1sc2cccc(Cl)c2c1Cl)N1CCN(CCc2ccccn2)CC1	3%	2	3%	1%	21%
8	N#Cc1ccccc1S(=O)(=O)N1CCN(C(=O)CN2CCCC2c2cccs2)CC1 (centres undefined)	-2%	4	3%	18%	21%

no.	USP1-UAF1 inh	Pin1 inh	IDH1 R132H inh	PGK inhibitor
1	-4%	-2%	2%	x
2	-15%	1%	31%	i
3	-23%	20%	5%	-5%
4	-1%	1%	-9%	7%
5	-11%	-8%	0%	-7%
6	-23%	-5%	10%	-2%
7	-23%	5%	-6%	-10%
8	-16%	13%	18%	i

no.	canonical_smiles	GLS inhibitor	PI4K2A inh	TrxR1 substrate	TrxR1 inh	HP1b binding inh
9	CCCCN(Cc1ccccc1)C(=O)c1cnc2n(c1=O)CCS2	-1%	5	2%	12%[57.1 µM]	32%
10	CSc1sc(C)cc1/C=N/O	8%	-3	4%	13%	19%
11	CCc1c(C)c2c(C)nn(-c3ccccc3)c2oc1=O	-5%	-3	1%	-3%	110%[activator]
12	CNS(=O)(=O)c1ccc(N=Cc2c(C)[nH]n(-c3ccc(C)cc3C)c2=O)cc1	0%	-24	0%[57.1 µM]	3%[57.1 µM]	14%
13	O=C(CSc1n[nH]c(=O)[nH]c1=O)c1ccc(Cl)cc1Cl	u	-3	-1%	16%	-23%
14	CC(=O)c1ccc(OCc2ccc(Oc3c(Cl)cccc3[N+](=O)[O-])cc2)cc1	0%	-2	11%[57.1 µM]	27%[57.1 µM]	-14%
15	CCCCCCCNC(=O)C1(CC2CC(c3cccc(Br)c3)=NO2)CCN(C(=O)CCCCCBr)CC1 (centres undefined)	3%	0	-8%	0%	26%
16	Cc1ccc(CNc2ncnc3nc[nH]c23)cc1	x	x	4%	18%	33%

no.	USP1-UAF1 inh	Pin1 inh	IDH1 R132H inh	PGK inhibitor
9	-15%	-8%	-4%	-2%
10	-6%	-7%	2%	-9%
11	-22%	-2%	-6%	-1%
12	-3%	-2%	-9%	2%
13	-1%	-8%	-10%	-9%
14	-13%	-3%	-4%	i
15	-1%	u	12%	9%
16	x	-8%	x	x

no.	canonical_smiles	GLS inhibitor	PI4K2A inh	TrxR1 substrate	TrxR1 inh	HP1b binding inh
17	Cc1cc(C)c(NC(=O)CO/N=C2\CCCc3nonc32)c(C)c1	-9%	-1	-23%[57.1 µM]	3%[57.1 µM]	53%
18	Cc1ccc2[nH]c(=O)c(CN(Cc3cccnc3)Cc3nnnn3CC3CCCO3)cc2c1 (centres undefined)	-7%	3	4%[57.1 µM]	14%[57.1 µM]	50%[activator]
19	CCN(C(=O)COC(=O)c1cnc(C)cn1)C1CCCCC1	7%	0	9%[57.1 µM]	2%[57.1 µM]	18%
20	CC(C)(C)OC(=O)N1CCC(Cc2cc(-c3ccccc3)no2)(C(=O)O)CC1	-1%	-2	7%[57.1 µM]	-8%	27%
21	COc1ccc(CC(=O)NC(=S)Nc2ccc(S(N)(=O)=O)cc2)cc1	9%	-2	-16%	u	-8%
22	CSc1ccccc1OCc1cc(C(=O)N(C)CC2COCCO2)no1 (centres undefined)	2%	-4	-8%	2%	27%
23	CC(=O)Nc1nnc(C2=COCCO2)o1	-10%	-4	7%[57.1 µM]	35%[57.1 µM]	38%
24	COc1cc(OC)cc(C(=O)Nc2ccc(S(=O)(=O)Nc3cc(C)on3)cc2)c1	0%	5	-11%	3%[57.1 µM]	27%

no.	USP1-UAF1 inh	Pin1 inh	IDH1 R132H inh	PGK inhibitor
17	-7%	7%	2%	-9%
18	-19%	-1%	-17%	-10%
19	-7%	u	4%	9%
20	-30%	4%	-5%	i
21	-7%	0%	3%	i
22	-7%	-11%	3%	-5%
23	-13%	-3%	1%	4%
24	-4%	1%	-1%	-7%

no.	canonical_smiles	GLS inhibitor	PI4K2A inh	TrxR1 substrate	TrxR1 inh	HP1b binding inh
25	CC(=O)Nc1ccc(S(=O)(=O)NC2(C(F)(F)F)NC(=O)N(C3CCCC3)C2=O)cc1 (centres undefined)	-2%	2	4%	3%	58%
26	CCOC(=O)CC(NC(=O)c1ccc(C)cc1)c1ccc(OC)cc1 (centres undefined)	5%	2	4%	17%	50%[activator]
27	O=C(Cn1cnc2cc([N+](=O)[O-])ccc2c1=O)Nc1ccc2c(c1)CCC2	-3%	-5	10%[57.1 µM]	28%[57.1 µM]	20%
28	CC(=O)Nc1cccc2ccc(O)cc12	2%	-3	9%[57.1 µM]	-2%	-2%
29	CCCc1nc(SCC(=O)NC2CCCC2)c2ccccc2n1	3%	0	-8%[57.1 µM]	-9%[57.1 µM]	-13%
30	O=C(CN(c1ccc(F)cc1)S(=O)(=O)c1ccccc1)NCCSC1CCCCC1	5%	-1	2%[57.1 µM]	-3%[57.1 µM]	42%[activator]
31	CN(C)S(=O)(=O)c1ccc(C(=O)OC2CCOC2=O)cc1 (centres undefined)	-11%	0	0%	-13%	41%[activator]
32	CC(=O)c1cccc(NC(=O)c2ccc3c(c2)C(=O)N(Cc2cccnc2)C3=O)c1	9%	1	-1%	-5%	17%

no.	USP1-UAF1 inh	Pin1 inh	IDH1 R132H inh	PGK inhibitor
25	-13%	1%	11%	i
26	-9%	3%	-8%	1%
27	-14%	8%	4%	-2%
28	-19%	3%	7%	-2%
29	-3%	-3%	-1%	i
30	-20%	-2%	3%	0%
31	-10%	-3%	0%	-2%
32	-9%	1%	-2%	9%

The final three entries of the part above lead into the next:
no.	canonical_smiles	GLS inhibitor	PI4K2A inh	TrxR1 substrate	TrxR1 inh	HP1b binding inh
30	O=C(CN(c1ccc(F)cc1)S(=O)(=O)c1ccccc1)NCCSC1CCCCC1	5%	-1	2%[57.1 µM]	-3%[57.1 µM]	42%[activator]
31	CN(C)S(=O)(=O)c1ccc(C(=O)OC2CCOC2=O)cc1 (centres undefined)	-11%	0	0%	-13%	41%[activator]
32	CC(=O)c1cccc(NC(=O)c2ccc3c(c2)C(=O)N(Cc2cccnc2)C3=O)c1	9%	1	-1%	-5%	17%
33	COc1cccc(CC(CC(=O)O)C(=O)Nc2cc(C)ccc2C)c1 (centres undefined)	-8%	3	1%	7%	43%[activator]
34	CCOC(=O)c1ccc[n+]([O-])c1	-13%	10	1%	22%	22%
35	CCc1noc(C)c1C(=O)N1CCCC(N2CCN(c3ccc(F)cc3)CC2)C1 (centres undefined)	12%	2	-17%	-25%	17%
36	O=S(=O)(c1ccccc1)N1CCN(S(=O)(=O)N2CCCCCC2)CC1	-4%	0	-7%	22%[57.1 µM]	32%
37	NC(=O)CSc1nnc(-c2cccnc2)n1Cc1ccccc1	10%	-6	9%	21%	17%
38	O=C(CSC1=NS(=O)(=O)c2cc(Cl)ccc2N1)Nc1cccc(F)c1	1%	0	0%	11%	33%
39	c1cc(C2OCCO2)cs1	-1%	1	x	x	x
40	COc1ccc(CCNC(=O)c2cc(-c3ccccc3)on2)cc1OC	0%	-1	9%[57.1 µM]	9%[57.1 µM]	15%
41	Cc1ccc(NC(=O)CCC(=O)Nc2ccc(C)cc2)cc1	5%	-1	-7%[57.1 µM]	12%[57.1 µM]	61%[activator]
42	CC(C)(C)C(=O)N1CCN(C(=O)c2ccco2)CC1	3%	-4	10%	18%	-2%
43	NC(=O)c1cccnc1Oc1cccc(Cl)c1	58%[activator]	0	4%	15%	u

no.	USP1-UAF1 inh	Pin1 inh	IDH1 R132H inh	PGK inhibitor
30	-20%	-2%	3%	0%
31	-10%	-3%	0%	-2%
32	-9%	1%	-2%	9%
33	-7%	-5%	13%	-5%
34	u	-6%	1%	-8%
35	-1%	-8%	4%	-1%
36	-13%	0%	2%	-2%
37	-26%	-7%	6%	-9%
38	-18%	-16%	-2%	-1%
39	-5%	x	5%	-11%
40	-26%	3%	1%	-7%
41	-10%	13%	-2%	i
42	1%	-1%	10%	-12%
43	-18%	-8%	2%	2%

Screening results: PubChem, National Center for Advancing Translational Sciences (NCATS)
